# T cell modulator = modulators of CD8 T cell-vesicle binding, primary screen, mouse 2C CD8+ T cells, flow cytometry. 330,000 compounds, 0.068% hits. calls only at 7 µM. AID 2052, 2009. 2C CD8+ T cell-vesicle binding; stronger effect = lower value;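 active = response, share of CD8 T cells binding vesicles, and their 90th percentile fluorescence all below set limits, cut at about 80% in these data, passing the limit was not always enough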
#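 Incubation: binding step 1.5 h, 37 °C, antibody labelling 20 min, ice; system: murine 2C transgenic CD8+ T lymphocytes; technique: cytometric PE anti-B7-1 and Alexa647 anti-CD8 signals after 1% paraformaldehyde fixation; also added: QL9-charged Drosophila Ld/ICAM-1/B7-1 vesicles; control set: naked versus QL9-loaded vesicles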
# b-catenin transl = modulators of beta-catenin nuclear translocation, primary screen, imaging, HeLa cells, immunofluorescence, high-content; nuclear translocation activity, % at 5 µM; 190,000 compounds, 0.3% hits; AID 1665, 2009;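 active = nuclear translocation activity above 50% at 5 µM, with a well cell count of 50 or more; inconclusive = wells under 50 cells across six images, flagged as toxic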;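 also: per-cell ratio of nuclear to cytoplasmic median beta-catenin stain intensity; plate controls were DMSO negative control for no effect and GSK-3 inhibitor IX positive control for full effect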
#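 Test system: human HeLa cells, native beta-catenin. Compound dosing: 5 µM primary single dose, 0.1% DMSO, 0.02–20 µM confirmation series. Incubation: compound exposure 24 h at 37°C. Detection: beta-catenin immunostaining with DAPI counterstain, 20x imaging, 6 fields/well. Read-out basis: Nuclear/cytoplasmic beta-catenin signal ratio, % activation.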
# MT stabilize HCS = microtubule stabilizers in HeLa cells, primary screen, imaging, high-content imaging | HeLa tubulin immunostaining HCS, 24 h; share of cells brighter than vehicle mean+2SD | % tubulin-high responders, % at 10 µM | 200,000 compounds, 0.83% hits;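 active = plate Z-score above 3 for both tubulin-high and condensed-nucleus cell shares, with cell loss under 80%, at 10 µM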;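 also: anti alpha tubulin signal scored within the nucleus-defined area of each cell; some results filed as inactive read as strong as hits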
# M17LAP inhibition = P. falciparum M17LAP inhibitors, primary screen, biochemical, fluorogenic H-Leu-NHMec substrate, 1536-well (AID 1619) | one-dose inhibition, % at 30 µM; IC50 in µM for titrated hits | 220,000 compounds, 0.38% hits | recombinant M17LAP, H-Leu-NHMec fluorogenic kinetic assay; higher % means a stronger effect;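 active = compound inhibiting the enzyme by more than half at any dose during confirmatory dose-response retesting; inconclusive = strong single-dose inhibitors picked by rank but not retested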;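 also: plate controls were full reaction with DMSO carrier for no effect and no enzyme background for full effect; strong numbers were not always called active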
# WT yeast gro inh = growth inhibition of WT strain, primary screen, mitochondrial fusion inhibitor project, WT and mutant strains, chemical genetic; mitochondrial fusion phenotypic screen; inhibition, % at 10 µM; 190,000 compounds, 2.1% hits; in the data active = inhibition above about 58%; tested in S. cerevisiae
# Dynein transport = inhibitors of GR-EGFP nuclear translocation, primary screen, dynein cargo transport inhibitor project, imaging, high-content, 3617.4 mouse cells; test concentration mostly 20 µM; stimulated with dexamethasone, 1 µM; stronger effect = lower value; z-score, hits read low; 220,000 compounds, 0.47% hits; AID 1381, 2008;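 active = plate z-score of nuclear minus cytoplasmic receptor signal below a set negative limit, without overly bright fluorescence or cell loss, cut at about -3.5 in these data, passing the limit was not always enough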;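 also: z-score of nuclear minus cytoplasmic ring GR-EGFP intensity difference per well; some compounds called inactive have numbers as strong as hits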
#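 Buffer or medium: tet-free, stripped-serum medium; Also added: dexamethasone, 1.0 µM final; Technique: high-content fluorescence imaging after fixation; Times: 48 h induction, 1 h compound, 30 min dex at 37 °C; Read-out: per-cell GR-EGFP intensity, nucleus versus surrounding cytoplasmic ring, well-averaged.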
# Autophagy mod = autophagy modulators in MEF cells, primary screen, imaging, high-content, MEF GFP-LC3; MEF GFP-LC3 puncta imaging; test concentration mostly 10 µM; calls only at 10 µM (by protocol); 190,000 compounds, 0.98% hits;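 active = percentage of spot-positive cells more than 3 SD above its plate mean, without a fluorescence outlier flag or 80% toxicity; inconclusive = no clear call, values can overlap the other calls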;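 also: spot-positive cell cutoff set from DMSO-treated cells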
# P. falciparum M1AAP = P. falciparum M1AAP inhibitors, biochemical, fluorogenic H-Leu-NHMec substrate, 1536-well (AID 1445) | recombinant M1AAP, H-Leu-NHMec fluorogenic kinetic assay; higher % means a stronger effect | inhibition, % at 30 µM; hits with a dose series show IC50 in µM | 220,000 compounds, 0.42% hits;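 active = primary inhibition above the hit cutoff, then over 50% inhibition at one or more dose response concentrations, cut at about 23% in these data, passing the limit was not always enough; inconclusive = conflicting primary data, or primary hits not chosen for dose response; inactive = low primary inhibition, or under 50% at every dose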;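 also: plate controls were DMSO full reaction for no effect and no enzyme background for full effect; strong numbers were not always called active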
# Yfh1-off respiration = enhancers of respiration in Yfh1-depleted yeast, dose response, Friedreich's ataxia, plus single-dose screen (AID 1465). S. cerevisiae Yfh1-off respiration, WST-1 reduction, 72 h; higher fold induction means a stronger effect. fold induction at 50 µM; hits with a dose series show EC50 in µM. 220,000 compounds, 0.074% hits;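 active = fold induction of absorbance versus untreated yeast above a set limit, then at least 30% activation at any dose in follow-up; inconclusive = repeats straddling the limit, or above it without dose testing; inactive = fold induction below the set limit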;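 also: activators that raise dye reduction in frataxin-depleted yeast; strong numbers were not always called active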
# WT yeast gro inh mutant strain = further read-out of WT yeast gro inh, marked with its call; inhibition, %; mitochondrial fusion phenotypic screen, mutant strain inhibition
# Dynein transport cytoplasmic EGFP = second read-out of Dynein transport, no call of its own (marks repeat the call); z-score; measured here: cytoplasmic GR-EGFP intensity; stronger effect = higher value
# Dynein transport nuclear GR-EGFP = also measured in Dynein transport; calls as there; z-score; measured here: nuclear GR-EGFP intensity;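 lower value marks the stronger effect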
# Dynein transport cell count = further read-out of Dynein transport, marked with its call; z-score; measured here: cell count per field
# b-catenin transl cell count 5 µM = second read-out of b-catenin transl, no call of its own (marks repeat the call); cell count; measured here: cell count, cytotoxicity flag
# T cell modulator vesicle-bound % = also measured in T cell modulator; calls as there; double positive events, %; measured here: CD8+ vesicle-bound cell fraction;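 binding gate set so that unloaded-vesicle control wells show 10% double positive cells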
# MT stabilize HCS Hoechst-high % = further read-out of MT stabilize HCS, marked with its call; % Hoechst-high responders; measured here: nuclear condensation Hoechst responders;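 share of cells brighter than vehicle mean plus two SD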
# MT stabilize HCS cytotoxicity % = recorded beside MT stabilize HCS, whose call it bears; toxicity, %; measured here: cytotoxicity by cell density;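 0% = mean cell density of plate MIN control wells and 100% = no cells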
# Autophagy mod cell loss 18 h = recorded beside Autophagy mod, whose call it bears; toxicity, %; measured here: cell loss, nuclei count;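 cell loss after 18 h compound exposure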
# * hit, by the source's call; i = inactive; u = inconclusive; x = not tested or not shown.
compound	T cell modulator	Autophagy mod	Dynein transport cell count	MT stabilize HCS	M17LAP inhibition	Yfh1-off respiration	b-catenin transl	Dynein transport nuclear GR-EGFP	MT stabilize HCS cytotoxicity %	Dynein transport	T cell modulator vesicle-bound %	P. falciparum M1AAP	WT yeast gro inh	b-catenin transl cell count 5 µM	Autophagy mod cell loss 18 h	Dynein transport cytoplasmic EGFP	MT stabilize HCS Hoechst-high %	WT yeast gro inh mutant strain
O=C(N/N=C/c1ccc(O)cc1)c1cccc(C(F)(F)F)c1	i	i	0.16	2.5	-2%	i	1.0	-0.42	4.4	-0.38	32	9%	-9	883	-6	-0.27	2.7	-5
O=C(CCN1CCN(C/C=C/c2ccccc2)CC1)Nc1ccccc1F	i	i	0.093	1.0	6%	i	x	-0.56	11	-0.45	42	-4%	13	x	1	-0.28	4.2	27
COc1cccc(OC)c1C(=O)NC(=S)Nc1ccc(N2CCOCC2)c(Cl)c1	i	i	0.56	9.3	2%	i	0.3	0.12	23	-0.5	52	10%	16	1455	-4	-0.19	28	20
Cc1ccc(NC(=O)CSc2nnc(-c3cccs3)n2Cc2ccco2)cc1	i	i	0.21	2.8	1%	i	-1.2	-0.073	4.8	-0.52	21	1%	6	1377	12	-0.22	1.9	-1
CCOC(=O)C1CSc2[nH]c(=O)sc2C1c1ccccc1 (stereo unspecified)	i	i	0.67	1.9	-3%	i	x	-0.012	4.3	-0.39	52	12%	1	x	-11	-0.27	1.1	3
COc1ccc(/C=C2/SC(=O)N(CCCCCC(=O)Nc3ccccc3C(=O)O)C2=S)cc1	i	i	0.43	2.4	9%	i	-0.6	0.24	9.1	-0.28	46	21%	9	1076	25	-0.33	2.0	4
Cc1c(Cl)cccc1NC(=S)NN	i	i	0.6	2.4	2%	i	-0.8	-0.058	11	-0.44	3	5%	23	1570	17	-0.3	1.9	32
O=C1CCCC/C1=C/NCc1ccc(F)cc1	i	i	0.77	4.5	9%	i	0.6	-0.65	4.4	-0.92	49	8%	-14	1499	4	-0.18	2.4	0
CCCC(=O)Nc1ccc(Cl)c(NC(=S)NC(=O)C(C)C)c1	i	i	-0.059	3.8	-4%	i	4.1	-0.14	7.0	-0.09	58	0%	-5	906	9	0.025	1.4	7
Cc1cc(C)nc(NC2=NC3CCCCC3N2)n1 (stereo unspecified)	i	i	0.23	2.6	-5%	i	0.1	0.62	4.0	1.5	20	-1%	-6	884	-1	-0.22	1.3	9
CC(NS(=O)(=O)c1ccccc1)C(N)=O (stereo unspecified)	i	i	1.2	1.4	2%	i	-5.6	0.036	6.2	0.34	34	-1%	2	1263	1	-0.23	2.4	9
Cc1ccc(C)c(S(=O)(=O)NC(CC(C)C)C(=O)O)c1 (stereo unspecified)	i	i	-0.26	6.2	4%	x	-2.9	0.36	7.6	0.62	9	-1%	15	1274	15	-0.3	5.0	-1
O=C(Nc1nc2ccccc2s1)C1=NN(c2ccccc2)C(=O)CC1	i	i	0.63	2.0	3%	i	-0.9	-0.54	5.6	-0.6	50	2%	19	1087	11	-0.29	3.5	6
O=C(O)C1=C[C@H](c2coc3ccccc3c2=O)C[C@H](OCc2ccc(CO)cc2)O1	x	i	0.13	2.7	2%	i	-2.7	-0.32	3.0	-1.1	x	9%	-27	1070	-13	-0.28	2.1	-13
COc1ccc(NC2=CC(=O)N(C)C2=O)cc1	i	i	1.1	2.1	8%	i	x	-0.55	5.1	-0.43	42	10%	-8	x	-12	-0.21	3.6	-6
COC(=O)N/N=C/c1cn(CCOc2ccccc2)c2ccccc12	i	x	-0.82	x	5%	i	1.5	1.2	x	1	35	-3%	x	1317	x	-0.2	x	x
CSc1nc2oc3c(c2c2nncn12)CC(C)(C)SC3	i	i	0.55	5.4	-45%	i	-1.3	-0.35	4.9	-0.95	53	11%	-7	680	-3	-0.35	3.1	-1
COCc1[nH]nc2c1C(c1ccccc1Cl)C(C#N)=C(N)O2 (stereo unspecified)	i	i	0.69	2.4	7%	i	-1.0	0.73	4.3	1.1	44	12%	-6	1073	-1	-0.24	2.1	-2
CCn1c(SCC(=O)Nc2c(C#N)cnn2-c2ccccc2)nnc1-c1cccs1	i	x	0.16	x	3%	i	-0.6	-0.28	x	-0.51	54	6%	x	1254	x	-0.027	x	x
CCC(COC(=O)Nc1cccc(C)c1C)NC(=O)OCC(C)C (stereo unspecified)	x	i	0.85	3.0	8%	i	0.0	-0.22	6.0	-0.19	x	19%	-4	873	4	-0.22	1.6	-9
Cc1ccc(N(CN2C(=O)c3ccccc3C2=O)C(=O)c2ccc([N+](=O)[O-])cc2[N+](=O)[O-])cc1	i	i	-0.3	3.8	7%	i	-2.0	-0.086	8.5	0.59	62	-1%	8	974	8	-0.29	2.3	7
Cc1[nH]nc(SCC(=O)Nc2ccc(C#N)cc2)c1[N+](=O)[O-]	i	i	0.3	2.9	11%	i	-1.4	-0.27	0.7	-0.6	3	2%	1	1143	3	-0.21	1.7	12
COc1ccccc1CN1CCN(S(=O)(=O)c2ccccc2)CC1	i	i	1.2	4.3	5%	i	1.4	-0.19	8.1	-0.19	24	8%	16	1209	3	-0.26	2.6	-6
O=c1oc2ccccc2n1Cc1ccccc1	i	i	0.36	3.3	0%	i	-0.2	-0.086	9.2	-0.38	45	3%	-6	1553	-7	-0.26	2.9	-7

# Next section (2 carried over from the part before).
compound	T cell modulator	Autophagy mod	Dynein transport cell count	MT stabilize HCS	M17LAP inhibition	Yfh1-off respiration	b-catenin transl	Dynein transport nuclear GR-EGFP	MT stabilize HCS cytotoxicity %	Dynein transport	T cell modulator vesicle-bound %	P. falciparum M1AAP	WT yeast gro inh	b-catenin transl cell count 5 µM	Autophagy mod cell loss 18 h	Dynein transport cytoplasmic EGFP	MT stabilize HCS Hoechst-high %	WT yeast gro inh mutant strain
COc1ccccc1CN1CCN(S(=O)(=O)c2ccccc2)CC1	i	i	1.2	4.3	5%	i	1.4	-0.19	8.1	-0.19	24	8%	16	1209	3	-0.26	2.6	-6
O=c1oc2ccccc2n1Cc1ccccc1	i	i	0.36	3.3	0%	i	-0.2	-0.086	9.2	-0.38	45	3%	-6	1553	-7	-0.26	2.9	-7
CN(C)S(=O)(=O)c1cccc(NC(=O)COC(=O)CNC(=O)c2ccccc2F)c1	i	x	1	x	0%	i	1.7	-0.46	x	-0.97	34	1%	x	1285	x	-0.21	x	x
O=C(NCc1cccnc1)c1cccc2c1C(=O)N(C1CCCCC1)C2	i	i	0.35	3.4	11%	x	-1.3	0.14	5.7	-0.23	10	15%	-46	1199	-6	-0.19	2.3	-3
Cc1ccc(CN2CCSc3ccc(C(=O)NCc4ccco4)cc32)cc1	i	i	0.46	2.2	6%	i	-1.1	-0.31	9.2	-0.77	59	10%	33	1058	4	-0.29	2.5	2
CCc1sc(N(C(=O)Cc2ccccc2)c2ccc(F)cc2)nc1-c1ccccc1	i	i	0.59	1.4	9%	i	-6.9	-0.11	5.3	-0.87	58	8%	11	1243	3	-0.13	1.2	9
Cc1ccc(CNC(=O)COc2ccc3c(c2)CCC3)cc1	i	i	0.25	3.0	-11%	i	x	-0.48	5.6	-0.4	15	7%	-5	x	7	-0.28	2.9	-17
O=C(NC1CCS(=O)(=O)C1)c1cc(-c2ccccc2)nc2ccccc12 (stereo unspecified)	i	i	-2	4.5	4%	i	-0.8	0.74	8.7	0.87	10	1%	1	1091	4	-0.25	2.3	3
COCCCNC(=S)N1CCN(C)CC1	i	x	-1.5	x	2%	i	-0.2	0.87	x	1.6	52	1%	x	1430	x	-0.58	x	x
O=C(CN1CCCCCCC1)N/N=C/c1ccccc1F	i	i	0.21	3.1	18%	i	x	0.22	5.7	0.28	41	3%	6	x	2	-0.24	1.6	15
COC(=O)C1=C(C)NC(=O)/C1=C\c1cccs1	i	i	0.58	1.0	18%	i	x	-0.35	11	-0.2	40	7%	31	x	4	-0.25	1.8	12
COc1ccccc1/C=C/C(=O)NCC(=O)N/N=C/c1ccccc1[N+](=O)[O-]	i	i	-0.14	4.4	7%	i	-0.2	0.62	11	1.2	60	u	-1	572	21	-0.29	2.7	7

# Screens as filed in PubChem BioAssay.
